Source: PubChem BioAssay
MRP resist rev = MRP-mediated drug resistance reversal. H69AR cells + 2 uM doxorubicin, CellTiter-Glo, 72 h. differential viability (reversal), % at 10 µM. 0.04% of 85,000 active;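 active = viability drop by adding the cancer drug above about 55%, with treated viability meeting a 40% cutoff, limit read from the data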;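 note: viability without doxorubicin minus viability with 2 µM doxorubicin for each compound; larger differential means the compound sensitizes cells more to doxorubicin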
PLAP inhibitors HTS = inhibition of human placental alkaline phosphatase – biochemical, luminescence, HTS (AID 690) | purified PLAP, luminescent substrate; higher % means a stronger effect | 0.08% of 96,000 active | inhibition, % at 20 µM, or IC50 in µM where a hit was titrated; in the data active = a potency from the dose series; inactive = the rest, 99 in 100 with inhibition below about 30%; note: strong numbers were not always called active
IL1B NFkB pot = enhances IL-1B driven NFkB nuclear translocation. 0.3% of 94,000 active. HUVEC IL-1B NFkB p65 nuclear translocation imaging. activation, % at 2 µM;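 active = activation above 40%, about the mean plus 3 SD, also judged a hit on visual image review; inconclusive = activation above 40% but not a hit on visual review; inactive = activation not above 40% and no visual hit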;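 note: percent activation is computed from the nuclear over cytoplasmic p65 intensity ratio; values of inactives mirror those of a sister screen read the other way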
NFkB transloc inh = blocks IL-1B driven NFkB nuclear translocation in HUVEC cells. HUVEC IL-1B NFkB p65 nuclear translocation imaging. inhibition, % at 2 µM. 0.43% of 94,000 active;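 active = inhibition above about 30% together with a positive call from visual inspection of the well image, limit read from the data; inconclusive = inhibition above a set limit but visual check negative; inactive = inhibition not above a set limit, visual check negative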;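 note: nuclear over cytoplasmic p65 intensity ratio measured by imaging; 0% = IL-1B stimulated DMSO wells and 100% = unstimulated DMSO wells; values of inactives mirror those of a sister screen read the other way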
Bcl-B displacement = displacers of TR3 peptide from Bcl-B, primary screen, selectivity assay for Bfl-1 inhibitor project, biochemical, fluorescence polarization | FP displacement of FITC-TR3 peptide from Bcl-B; higher % means a stronger effect | displacement, % at 20 µM, or IC50 in µM where a hit was titrated | 0.11% of 96,000 active | AID 748;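 active = displacement above 50% at 20 µM plus a fluorescence interference ratio under 1.5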;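 note: plate controls were wells without compound for no effect and wells lacking Bcl-B protein for full effect; a part of the inactive calls stands beside numbers as strong as those of hits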
MRP resist rev cytotoxicity = recorded beside MRP resist rev, whose call it bears; viability, %; H69AR cells, CellTiter-Glo, 72 h; measured here: cytotoxicity without doxorubicin
MRP resist rev with doxorubicin = recorded beside MRP resist rev, whose call it bears; viability, %; measured here: viability with 2 uM doxorubicin; hits give low values
NFkB transloc inh cell count 2 µM = also measured in NFkB transloc inh; calls as there; cell count; measured here: cells passing quality filter;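 raw number of nuclei counted in each imaged well without normalization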
IL1B NFkB pot cell count 2 µM = recorded beside IL1B NFkB pot, whose call it bears; cell count; measured here: cells passing quality filter
Starred values were filed as active, the others as inactive; ? = inconclusive; nt = not tested or not shown. Not all compounds are listed, so the mix of outcomes need not match the whole.

SMILES	MRP resist rev	MRP resist rev cytotoxicity	MRP resist rev with doxorubicin	PLAP inhibitors HTS	IL1B NFkB pot	IL1B NFkB pot cell count 2 µM	NFkB transloc inh	NFkB transloc inh cell count 2 µM	Bcl-B displacement
CCC(C(=O)c1ccc(O)cc1)c1ccccc1 (configuration not stated)	6	99	93	0%	-3	214	3	214	-8%
CCOc1ccccc1N(CC(=O)NC(C)(C)C)C(=O)c1ccc(CN2CCOCC2)o1	18	93	75	-37%	-10	119	10	119	-18%
Cc1ccc2c(CN3CCC(C)CC3)cc(=O)oc2c1	11	88	78	-46%	1	139	-1	139	-12%
CC(C)Cc1nnc(NS(C)(=O)=O)s1	3	101	98	-5%	nt	nt	nt	nt	-12%
CCc1nc(OCCN(C)C)c2oc3ccccc3c2n1	-6	91	97	-25%	-7	35	7	35	18%
CSc1sc(C(=O)O)c2c1C(=O)CCC2	-2	89	91	7%	-2	95	2	95	7%
Cc1ccc(NC(=O)CN2C(=O)S/C(=C/c3ccc(-c4cc(C(=O)O)ccc4C)o3)C2=O)cc1C	2	84	83	-49%	4	173	-4	173	-160%
CN(C)c1c([N+](=O)[O-])ncn1C	-1	94	95	20%	25	182	-25	182	-9%
O=C(CSc1nnc(C2CC2)n1Cc1ccccc1)NCc1ccccc1	19	104	85	-2%	1	160	-1	160	2%
O=C(CNS(=O)(=O)c1ccc(Br)s1)Nc1ccc2c(c1)OCCO2	-6	92	98	-8%	-3	158	3	158	-11%
O=C1CC(c2ccc(F)cc2)CC(O)=C1C1NCCc2ccccc21 (configuration not stated)	nt	nt	nt	-35%	2	134	-2	134	0%
COCCOCCn1c(CCCO)nc2ccccc21	7	95	88	10%	14	200	-14	200	0%
CCOC(=O)c1ccc(N2N=C(C)/C(=C/C=C/c3ccco3)C2=O)cc1	-19	70	88	nt	-7	155	7	155	nt
Cc1c(C(=O)OCC(C)C)[nH]c2c1C(=O)CC(c1ccco1)C2 (configuration not stated)	-18	17	34	-6%	-12	52	12	52	4%
CCN(CC)CCOC(=O)C1(c2ccccc2)CCOCC1	4	91	87	-7%	-13	107	13	107	-3%
O=c1ccc2cc(S(=O)(=O)N3CCN(c4cc(Cl)ccc4Cl)CC3)ccc2o1	24	102	78	-51%	7	166	-7	166	-7%
CCOc1ccc(OCC)c(NC(=O)Cn2cccc2)c1	-7	85	92	16%	-5	72	5	72	3%
CCNc1nc(NCC)nc(N(C)N)n1	nt	nt	nt	3%	-1	142	1	142	-10%
N#CCSc1nnc(COc2cccc3ccccc23)n1-c1cccc(Cl)c1	19	44	25	-3%	-9	102	9	102	-4%
O=C(NCc1ccc(Cl)c(Cl)c1)c1ccco1	nt	nt	nt	nt	-9	134	9	134	nt

The closing 3 entries of the section before come first, to join the parts:
SMILES	MRP resist rev	MRP resist rev cytotoxicity	MRP resist rev with doxorubicin	PLAP inhibitors HTS	IL1B NFkB pot	IL1B NFkB pot cell count 2 µM	NFkB transloc inh	NFkB transloc inh cell count 2 µM	Bcl-B displacement
CCNc1nc(NCC)nc(N(C)N)n1	nt	nt	nt	3%	-1	142	1	142	-10%
N#CCSc1nnc(COc2cccc3ccccc23)n1-c1cccc(Cl)c1	19	44	25	-3%	-9	102	9	102	-4%
O=C(NCc1ccc(Cl)c(Cl)c1)c1ccco1	nt	nt	nt	nt	-9	134	9	134	nt
CCOC(=O)C1=C(c2ccccc2)OC(N)=C(C#N)C1c1ccc(Cl)s1 (configuration not stated)	nt	nt	nt	15%	19	145	-20	145	4%
O=C(CN1C(=O)C2C3C=CC(C3)C2C1=O)NCCC1=CCCCC1 (configuration not stated)	-17	85	101	-14%	-13	92	13	92	-2%
Nc1cc(-c2ccc(Br)cc2)nn1S(=O)(=O)c1ccccc1	8	94	86	15%	7	63	-7	63	-1%
C=CCn1c(SCC(=O)Nc2c(C)cccc2C)nnc1-c1ccncc1	1	91	91	-8%	14	113	-14	113	-4%
Fc1ccccc1OCCCCn1cncn1	-9	93	102	nt	9	110	-8	110	nt
CCC(=O)NNC(=O)CCC(=O)Nc1ccccc1	nt	nt	nt	-9%	4	176	-4	176	2%
Cc1ccc(C)c(S(=O)(=O)C(C#N)c2nc3ccccc3nc2N2CCCC2)c1 (configuration not stated)	-3	73	76	-19%	7	182	-7	182	47%
O=[N+]([O-])c1cc(-c2cnc3ccccc3n2)ccc1Oc1ccc(Br)cc1	nt	nt	nt	4%	30	154	-30	154	-8%
Nc1cc(-c2ccccc2)nn1S(=O)(=O)c1ccc(Br)cc1	7	90	83	5%	1	170	-1	170	5%
COc1cc(O)oc1C=Nc1ccc(Cl)cc1Cl	nt	nt	nt	-9%	-2	136	2	136	3%
O=C(NC1CCCCC1)C(c1ccco1)N(Cc1ccco1)C(=O)c1ccco1 (configuration not stated)	12	100	87	-34%	-6	128	6	128	-9%
C/C(=N/NC(=O)c1ccccn1)c1ccco1	nt	nt	nt	-16%	-7	158	7	158	0%
Cn1nc(-c2ccccc2F)c2cc(C(=O)N3CCN(C(=O)c4ccco4)CC3)sc21	9	91	82	nt	2	122	-2	122	nt
COC(=O)c1ccc2c(=O)n3c(nc2c1)SCC(c1ccccc1)=N3	-6	88	94	-1%	9	65	-8	65	-7%
CCCCn1c(N)nc2ccccc21	13	89	76	-12%	-9	49	2	161	11%
O=C(NCc1ccccc1)c1cc2nc(C3CC3)cc(C(F)(F)F)n2n1	17	98	81	0%	-6	153	6	153	3%
CCN1CCCC1CN(Cc1cc2cc(C)cc(C)c2[nH]c1=O)C(=O)Nc1ccccc1OC (configuration not stated)	nt	nt	nt	-55%	nt	nt	nt	nt	-13%
CC1=C(C(=O)Nc2ccccn2)C(c2cccnc2)n2nnnc2N1 (configuration not stated)	3	94	91	-3%	1	146	-1	146	6%
O=C(NCc1nnc(SCC(=O)N2CCCC2)o1)c1ccccc1F	7	90	83	8%	6	203	-6	203	-10%
Cn1c(=O)c2c(-c3ccc(C(C)(C)C)cc3)n(N3CCOCC3)cc2n(C)c1=O	-11	70	81	-7%	-1	134	1	134	0%

Look-ups from above:
O=C(NC1CCCCC1)C(c1ccco1)N(Cc1ccco1)C(=O)c1ccco1 (configuration not stated) – PLAP inhibitors HTS: -34%
C/C(=N/NC(=O)c1ccccn1)c1ccco1 – PLAP inhibitors HTS: -16%

Further results
SMILES	MRP resist rev	MRP resist rev cytotoxicity	MRP resist rev with doxorubicin	PLAP inhibitors HTS	IL1B NFkB pot	IL1B NFkB pot cell count 2 µM	NFkB transloc inh	NFkB transloc inh cell count 2 µM	Bcl-B displacement
O=C(NCCc1ccccc1)C1CCCN(S(=O)(=O)c2cccs2)C1 (configuration not stated)	27	91	64	11%	5	34	-5	34	3%
CCCCNC(=O)CN(C1CCCCC1)S(C)(=O)=O	-2	94	95	39%	6	143	-6	143	0%
COC(=O)c1cccc(NC(=O)C2COc3ccccc3O2)c1C (configuration not stated)	15	98	83	12%	nt	nt	nt	nt	-8%
COc1cccc(NC(=O)C23CCC(C)(C(=O)O2)C3(C)C)c1 (configuration not stated)	-4	87	90	-23%	11	193	-11	193	-3%
Cc1cccc(C)c1NC(=O)CC1SC2=NCCN2C1=O (configuration not stated)	nt	nt	nt	2%	15	138	-15	138	-2%
CC(=O)Oc1oc(-c2ccccc2)nc1/C=N/c1ccccn1	-19	65	85	-8%	0	179	0	179	-21%
COCc1[nH][nH]c(=O)c1C=Nc1ccccc1	7	95	88	-96%	14	177	-14	177	-13%
Cc1c(C2Nc3ccccc3C(=O)N2O)cnn1C (configuration not stated)	4	98	94	nt	6	127	-6	127	nt
Cc1nc2sc(C(c3ccc(F)cc3)N3CCOCC3)c(O)n2n1 (configuration not stated)	-1	91	92	-25%	?	nt	-42	139	-9%
COc1ccc(C(=O)OCc2cc3cccc(C)c3[nH]c2=O)cc1	-2	94	96	-14%	-3	93	2	93	-27%
CC(C)NC(=O)c1ccccc1NC(=O)CS(=O)(=O)Cc1ccccc1	-8	89	97	3%	-19	127	19	127	-2%
CCOC(=O)c1cnc(SC)nc1Sc1ccccc1Cl	-4	76	79	6%	nt	nt	nt	nt	3%
CCCCOC(=O)c1ccc(OC(=O)c2cccnc2)cc1	8	89	82	-8%	-1	144	1	144	-13%
Clc1cccc(NCc2nnc(SCc3ccccc3)o2)c1	nt	nt	nt	-9%	3	180	-3	180	-2%
CCCCCn1c(CNC(=O)CC)nc2ccccc21	15	92	78	-9%	8	157	-8	157	3%
COc1cc2c(cc1OC)CN(C(=O)COc1ccc(C)c(C)c1)CC2	9	90	81	-54%	-13	131	13	131	-5%
CCOC(=O)c1c(-c2ccccc2)nnn1-c1nc(OC)nc(N2CCOCC2)n1	9	88	78	-32%	14	162	-14	162	-2%
Cc1cc(C)c(S(=O)(=O)c2c(C)cccc2C)c(OCC(C)C)n1	nt	nt	nt	12%	nt	nt	nt	nt	-2%
Cc1ccc(OCCN2C(=O)c3ccccc3C2=O)c(C)c1	8	91	83	1%	-7	127	7	127	3%
Cc1ccc(C(=O)COc2cccc(NC(=O)c3ccco3)c2)cc1	-2	94	96	8%	18	139	-18	139	-38%

Arranged by molecular weight (ascending): part of the list above.
SMILES	MRP resist rev	MRP resist rev cytotoxicity	MRP resist rev with doxorubicin	PLAP inhibitors HTS	IL1B NFkB pot	IL1B NFkB pot cell count 2 µM	NFkB transloc inh	NFkB transloc inh cell count 2 µM	Bcl-B displacement
Cc1ccc(OCCN2C(=O)c3ccccc3C2=O)c(C)c1	8	91	83	1%	-7	127	7	127	3%
CCCCOC(=O)c1ccc(OC(=O)c2cccnc2)cc1	8	89	82	-8%	-1	144	1	144	-13%
Cc1ccc(C(=O)COc2cccc(NC(=O)c3ccco3)c2)cc1	-2	94	96	8%	18	139	-18	139	-38%
COc1cc2c(cc1OC)CN(C(=O)COc1ccc(C)c(C)c1)CC2	9	90	81	-54%	-13	131	13	131	-5%
CC(C)NC(=O)c1ccccc1NC(=O)CS(=O)(=O)Cc1ccccc1	-8	89	97	3%	-19	127	19	127	-2%
CCOC(=O)c1c(-c2ccccc2)nnn1-c1nc(OC)nc(N2CCOCC2)n1	9	88	78	-32%	14	162	-14	162	-2%

(continued)
SMILES	MRP resist rev	MRP resist rev cytotoxicity	MRP resist rev with doxorubicin	PLAP inhibitors HTS	IL1B NFkB pot	IL1B NFkB pot cell count 2 µM	NFkB transloc inh	NFkB transloc inh cell count 2 µM	Bcl-B displacement
CCOC(=O)N1CCN(S(=O)(=O)c2ccc3c(c2)SCC(=O)N3)CC1	18	101	82	0%	19	96	-19	96	-6%
O=C(NCc1cccnc1)c1ccc(NC(=O)c2ccco2)cc1	-3	74	78	9%	6	148	-6	148	-4%
O=C(COc1ncnc2ccccc12)N1CCN(C(=O)c2ccco2)CC1	22	90	68	-6%	nt	nt	nt	nt	3%
CCOC(=O)c1ccc(N2C(=O)CC(NC3CCN(C(=O)c4cccc(Cl)c4)CC3)C2=O)cc1 (configuration not stated)	9	96	87	-54%	-3	123	3	123	-2%
O=c1ccc(=O)n2n1CC(O)C2	-9	96	105	-2%	-1	158	1	158	7%
